HIF-2a inh: HIF-2a reporter inhibitors, primary screen, luminescence, 786-0 RCC cells | inhibition, % at 18.8 µM | actives 0.72% (n = 360,000) | 786-0 RCC cells HIF-2a reporter, luciferase luminescence, overnight;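 active = inhibition of the luminescence signal of 40% or more relative to plate controls, in a single-dose primary screen at 18.75 µM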
NR2E3 ag-1: NR2E3 agonists in two-hybrid cells, primary screen, cell-based, luminescence, CHO-S, Gal4-NCOR/VP16-NR2E3 | actives 0.35% (n = 360,000) | AID 602229, 2012 | inhibition of corepressor binding, % at 3.98 µM | luciferase | Photoreceptor-specific nuclear receptor (Homo sapiens), Q9Y5X4;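 active = inhibition above the mean of all tested compounds plus 3 SD, cut at about 70% in these data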;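 note: 0% = DMSO with NR2E3 transfected cells and 100% = cells lacking NR2E3 construct; higher means lower luciferase signal from less NR2E3 corepressor binding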
Target sequence (Q9Y5X4 whole entry, looked up, the tested form may be a part): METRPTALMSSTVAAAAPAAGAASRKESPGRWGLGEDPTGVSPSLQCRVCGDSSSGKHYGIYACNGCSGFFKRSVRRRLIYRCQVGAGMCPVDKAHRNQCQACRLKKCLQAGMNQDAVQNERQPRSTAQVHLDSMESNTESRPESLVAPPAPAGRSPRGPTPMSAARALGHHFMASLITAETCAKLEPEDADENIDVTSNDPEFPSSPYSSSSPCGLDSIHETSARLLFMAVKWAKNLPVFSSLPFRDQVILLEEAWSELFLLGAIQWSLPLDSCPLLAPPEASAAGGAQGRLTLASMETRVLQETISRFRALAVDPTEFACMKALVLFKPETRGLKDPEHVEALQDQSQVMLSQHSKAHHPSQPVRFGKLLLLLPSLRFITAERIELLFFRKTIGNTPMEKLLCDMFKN
Shn3 inh set2: reduction of Shn3 3'UTR firefly luciferase signal, primary screen, Schnurri-3 inhibitor project, cell-based, Clone20 osteoblasts, set 2; Clone20 osteoblast Shn3 3'UTR firefly luciferase, 24 h; inhibition, % at 12.5 µM; actives 0.52% (n = 360,000); AID 588674, 2011;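 active = mean inhibition of at least 75% with every replicate also reaching 75%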;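 note: 0% = median of neutral control wells and 100% = pilot-screen positive control compound; some compounds past the cut are filed as inactive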
TRAIL sens C8: viability loss with TRAIL in NB7+C8 cells, primary screen, TRAIL sensitizer project, cell-based, ATPlite luminescence; actives 1% (n = 360,000); inhibition (viability loss, TRAIL sensitization), % at 10 µM; AID 624354, 2012;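 active = compounds causing at least 50% loss of cell viability in the single-dose screen, relative to plate controls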
CF NFkB inh: inhibitors of PAF-induced NF-kB signaling, primary screen, cell-based, GFP fluorescence, uHTS; inhibition, % at 5 µM; AID 588850, 2011; actives 0.86% (n = 360,000); KKLEB NF-kB-GFP reporter, GFP fluorescence overnight;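 active = at least 50% inhibition at 5 µM, scaled per plate between neutral and stimulator controls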;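 note: PAF is a Pseudomonas aeruginosa culture filtrate used as stimulus; plate controls were PAF-stimulated DMSO wells for no effect and unstimulated DMSO wells for full effect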
NR2E3 ag-2: inhibitors of NR2E3-RetCOR corepressor binding, primary screen, NR2E3 agonist project, biochemical, TR-FRET, GST-NR2E3, biotin-RetCOR | Photoreceptor-specific nuclear receptor (Homo sapiens), Q9Y5X4 | 1536-well | inhibition of corepressor binding, % at 4.78 µM | actives 0.12% (n = 320,000) | AID 2300, 2010;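 active = percent inhibition above the cutoff of mean plus 3 SD of all tested compounds, set per screening campaign, cut at about 20% in these data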;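 note: 0% = DMSO wells and 100% = biotin wells as full block of FRET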
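Material: NR2E3–RetCOR corepressor complex / Amount: 1.35 nM GST-NR2E3 / Medium: Tris pH 7.5 / Compound: single nominal compound dose of 4.8 µM / Incubation: 5 h at 4 °C / Technique: TR-FRET, Eu(K)-anti-GST donor, streptavidin-D2 acceptor, ex 340, em 617/671 nm / Read-out basis: percent loss of FRET ratio relative to control wells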
TROY NFkB inh: inhibitors of TROY-driven NF-kB signaling, primary screen, Q293 LMP1-TROYcd cells, NF-kB luciferase, uHTS | actives 0.98% (n = 360,000) | Q293 LMP1-TROYcd NF-kB luciferase reporter, 4 h | inhibition, % at 10 µM;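 active = compounds whose plate-normalised and pattern-corrected inhibition of the luciferase reporter signal at the single screening dose is 50% or more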
KKLEB cytotox: cytotoxicity in KKLEB CF airway cells, primary screen, cytotoxicity control for CF NF-kB inhibitor project, cell-based, uHTS, fluorescence assay plates; actives 0.36% (n = 360,000); AID 602141, 2011; KKLEB CF airway cells viability, ATPlite luminescence, overnight; stronger effect = lower value; cells stimulated with P. aeruginosa culture filtrate; activity change (cytotoxicity), % at 5 µM;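 active = corrected activity change at or below -50% at 5 µM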
TWEAK-Fn14 inh: inhibitors of TWEAK-Fn14 signaling, primary screen, luciferase reporter cells, uHTS; TWEAK-stimulated Fn14 reporter cells, luciferase luminescence, 8 h; inhibition, % at 10 µM; actives 2% (n = 360,000); in the data active = inhibition above about 50%
MITF TRPM1 inh: inhibitors of MITF-dependent TRPM1 promoter reporter, primary screen, cell-based, SK-MEL-5, single point, luciferase; SK-MEL-5 TRPM1 promoter luciferase, 24 h; inhibition, % at 12.5 µM; actives 0.83% (n = 330,000); AID 488899, 2010;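 active = mean inhibition across replicates of 60% or more, whatever share of single replicates reaches that level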; note: values of inactives mirror those of a sister screen read the other way
Peg3 promoter: Peg3 promoter-driven luciferase inhibitors, primary screen, cell-based, HeLa, luciferase luminescence; HeLa PEG-Prom luciferase reporter, overnight; inhibition, % at 20 µM; actives 1.7% (n = 360,000);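 active = inhibition of at least 50% at 20 µM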
* marks the source's active call; other numbers are inactive results; . = not tested or not shown.

SMILES	HIF-2a inh	NR2E3 ag-1	Shn3 inh set2	TRAIL sens C8	CF NFkB inh	NR2E3 ag-2	TROY NFkB inh	KKLEB cytotox	TWEAK-Fn14 inh	MITF TRPM1 inh	Peg3 promoter
COc1ccc(C(=O)CSc2nnc(-c3ccccc3)o2)cc1	-12	-3	10	-3	10	-2	-2	-4	-5	7	-31
CC(C)(c1ccccc1)c1ccc(OCc2ccc(C(=O)O)o2)cc1	-197	-116	-138	-3	-5	.	-13	7	-46	-85	-306
COc1ccccc1-c1nc(SCC(=O)NCc2ccco2)c2c(=O)n(C)c(=O)n(C)c2n1	14	-15	77	-12	6	4	-1	9	29	-6	28
COc1ccc(C)cc1NC(=O)CN1CCN(S(=O)(=O)c2ccc(C(C)C)cc2)CC1	20	9	25	-19	-7	3	8	4	10	-7	16
O=C(O)c1cccc(N/N=C/c2cn(-c3ccccc3)nc2-c2cccs2)c1	-269	-113	-70	21	8	1	-53	-4	-4	-32	-220
COc1cccc(C2c3[nH]c4ccccc4c3CCN2Cc2cnn(C)c2)c1 (configuration not stated)	-11	-24	6	6	-2	2	-28	-3	-1	13	11
Cc1cccc(Cn2c(N3CCN(CCO)CC3)nc3c2c(=O)[nH]c(=O)n3C)c1	17	21	9	-6	-8	2	-16	-8	-14	14	-2
Nn1c(SCC(=O)NC(=O)NC2CCCC2)nnc1-c1ccccc1F	0	-10	-11	-32	-4	-1	-14	-3	-13	12	13
O=C(CN1CCN(Cc2ccccc2)CC1)N/N=C/C=C/c1ccccc1[N+](=O)[O-]	4	-26	29	-2	6	-4	8	2	-55	14	9
O=C(O)c1ccc(CNCc2cccc(Cl)c2Cl)cc1	-3	-42	9	22	18	2	-42	2	-3	-10	-9
COc1ccc(S(=O)(=O)N2CCOCC2)cc1NC(=O)c1ccncc1	5	-4	7	-3	-6	1	-23	2	6	7	5
O=c1cc(O)c2c(=O)n(-c3ccccc3)c3c(c2o1)CCCCC3	11	-25	-20	-6	-4	0	5	6	-4	-16	10
CCCN(CCC)CC(O)Cn1cc(/C=C/C(=O)c2cccs2)c2ccccc21 (configuration not stated)	-11	-16	4	7	-1	0	-38	-9	-10	-1	43
Cc1ccc(C(=O)N2CCC3CC2c2cc(-c4ccc5c(c4)OCO5)ccc23)cc1 (configuration not stated)	-1	34	31	-3	-13	.	30	-20	17	2	17
CCOc1ccc(-n2c(SCC(=O)NC3CCS(=O)(=O)C3)nnc2-c2cccnc2)cc1 (configuration not stated)	10	-21	8	-2	0	4	-9	11	-5	1	-3
Cc1cc(Nc2c(C)n(C)n(-c3ccccc3)c2=O)n2c(nc3ccccc32)c1C#N	5	8	-20	-11	-1	2	-2	7	2	2	8
O=C(COC(=O)c1ccc(O)cc1)NC(=O)NCc1ccccc1	14	-20	-8	4	-9	0	8	9	12	4	2
O=C(CSc1ncccn1)N/N=C/c1ccc2c(c1)OCO2	-119	-61	-49	-2	5	3	-47	-2	-20	-55	-142
O=C(NCCC(=O)N1CCC2(CC1)NCCc1[nH]cnc12)c1cccc(C(F)(F)F)c1	2	-32	-1	-8	6	-2	1	4	-2	4	3
OCC[C@@H]1C[C@H](O)[C@@H](O)[C@@]2(CCCc3ccccc3O2)O1	8	-10	-148	-8	15	5	15	8	-3	-4	14

One compound at a time, from the list above. Values in the order: HIF-2a inh, NR2E3 ag-1, Shn3 inh set2, TRAIL sens C8, CF NFkB inh, NR2E3 ag-2, TROY NFkB inh, KKLEB cytotox, TWEAK-Fn14 inh, MITF TRPM1 inh, Peg3 promoter
O=C(NCCC(=O)N1CCC2(CC1)NCCc1[nH]cnc12)c1cccc(C(F)(F)F)c1 is listed as 2, -32, -1, -8, 6, -2, 1, 4, -2, 4, 3
O=C(COC(=O)c1ccc(O)cc1)NC(=O)NCc1ccccc1 is listed as 14, -20, -8, 4, -9, 0, 8, 9, 12, 4, 2
O=C(CSc1ncccn1)N/N=C/c1ccc2c(c1)OCO2 is listed as -119, -61, -49, -2, 5, 3, -47, -2, -20, -55, -142
Cc1cc(Nc2c(C)n(C)n(-c3ccccc3)c2=O)n2c(nc3ccccc32)c1C#N is listed as 5, 8, -20, -11, -1, 2, -2, 7, 2, 2, 8

(list continues)
SMILES	HIF-2a inh	NR2E3 ag-1	Shn3 inh set2	TRAIL sens C8	CF NFkB inh	NR2E3 ag-2	TROY NFkB inh	KKLEB cytotox	TWEAK-Fn14 inh	MITF TRPM1 inh	Peg3 promoter
NS(=O)(=O)c1ccc(NC(=S)NC(=O)c2ccco2)cc1	-1	-15	-34	1	-8	1	3	6	-1	2	-8
CC(Oc1ccccc1)C(=O)NC1=NCCS1 (configuration not stated)	-178	-14	-51	1	8	-1	-27	-3	0	-44	-198
CC(C)(C)OC(=O)N1CCC(c2c(C(=O)N3CCN(C(=O)c4ccco4)CC3)cnn2-c2ccc(F)cc2F)CC1	6	-5	-15	9	7	-2	6	-8	-4	8	11
CCNC(=O)C1CCCN(C(=O)c2cccc(OC(F)(F)F)c2)CC1 (configuration not stated)	6	-10	-7	6	7	.	6	14	6	.	4
Cc1nnsc1C(=O)N1CCC(C(=O)c2ccccc2)CC1	9	5	1	-3	-6	0	0	1	-1	-2	-1
CC(C)c1ccc(C(=O)OCC(=O)NC2CCCC2)cc1	4	1	-9	16	-5	2	-25	1	-23	6	6
COc1ccc(NC(=O)CN(C)S(=O)(=O)c2cnc[nH]2)cc1	-16	20	-21	6	6	-3	13	-4	18	-3	-16
CC(C)=NOC(=O)c1ccc(-c2ccccc2)cc1	-17	-9	-26	-2	3	-2	-10	-5	-37	5	-19
Nc1ncnc(N2CCOCC2)c1N	12	-5	0	-11	-3	2	11	10	6	-1	5
Cc1cc(C)n(-c2nc3ccccc3c(=O)n2OC2CCCCC2)n1	6	11	8	-6	7	-1	1	10	-3	19	4
O=[N+]([O-])c1ccc(N2CCN(S(=O)(=O)c3ccccc3)CC2)cc1NCC1CCCO1 (configuration not stated)	9	1	11	0	0	-2	31	-6	-9	-12	25
Cc1c(-c2nnnn2-c2ccc(F)cc2)cnc2cc3c(cc12)OCO3	7	-1	28	-8	2	-1	-7	-6	-6	12	10
O=C(CSc1n[nH]c(=O)n1-c1cccnc1)Nc1ccccc1	12	4	7	-5	-13	1	-9	12	4	4	12
COc1ccccc1-c1csc(C(C)(O)c2ccccc2)n1 (configuration not stated)	2	-29	-17	-7	23	.	3	-9	9	.	0
COc1cc(CCCN2C(=O)C(=O)NC[C@@H]2c2ccccc2)cc(OC)c1OC	6	21	-10	-4	2	0	-5	17	-8	10	0
CC(=NNC(=O)c1ccncc1)c1ccc(Cl)c(Cl)c1	-19	-15	11	14	-59	.	-11	8	-11	-7	-40
O=C(NNC1=NS(=O)(=O)c2ccccc21)c1cccc([N+](=O)[O-])c1	18	-19	4	4	3	-2	1	-4	-5	0	15
O=C(CN1C(=O)COc2ccccc21)NNC(=O)Nc1ccccc1F	4	-22	-2	4	-9	-2	-15	-3	10	-1	10
Clc1ccc(Cc2ccccc2)nn1	9	-34	7	-3	11	4	-16	-8	16	-3	10
N#CC1(NC(=O)COc2ccccc2[N+](=O)[O-])CCCCC1	-25	14	-4	-4	7	0	-20	-1	-6	5	-25

Looked up one by one from above, six records:
SMILES	HIF-2a inh	NR2E3 ag-1	Shn3 inh set2	TRAIL sens C8	CF NFkB inh	NR2E3 ag-2	TROY NFkB inh	KKLEB cytotox	TWEAK-Fn14 inh	MITF TRPM1 inh	Peg3 promoter
N#CC1(NC(=O)COc2ccccc2[N+](=O)[O-])CCCCC1	-25	14	-4	-4	7	0	-20	-1	-6	5	-25
O=C(CSc1n[nH]c(=O)n1-c1cccnc1)Nc1ccccc1	12	4	7	-5	-13	1	-9	12	4	4	12
O=[N+]([O-])c1ccc(N2CCN(S(=O)(=O)c3ccccc3)CC2)cc1NCC1CCCO1 (configuration not stated)	9	1	11	0	0	-2	31	-6	-9	-12	25
Clc1ccc(Cc2ccccc2)nn1	9	-34	7	-3	11	4	-16	-8	16	-3	10
Cc1c(-c2nnnn2-c2ccc(F)cc2)cnc2cc3c(cc12)OCO3	7	-1	28	-8	2	-1	-7	-6	-6	12	10
O=C(NNC1=NS(=O)(=O)c2ccccc21)c1cccc([N+](=O)[O-])c1	18	-19	4	4	3	-2	1	-4	-5	0	15

Carrying on:
SMILES	HIF-2a inh	NR2E3 ag-1	Shn3 inh set2	TRAIL sens C8	CF NFkB inh	NR2E3 ag-2	TROY NFkB inh	KKLEB cytotox	TWEAK-Fn14 inh	MITF TRPM1 inh	Peg3 promoter
Cc1ccc(C(=O)NCc2ccc(Cl)cc2)cc1S(=O)(=O)N1CCCCC1	5	-2	5	1	2	-1	12	4	-1	-1	12
CCCCNC(=O)c1ccccc1NC(=O)CCC	10	0	8	-4	-5	1	17	6	12	-4	4
CCOc1ccc(N(C(=O)CNC(=O)c2ccco2)C(C(=O)NC2CCCC2)c2cccnc2)cc1 (configuration not stated)	13	23	-4	-9	16	-2	-17	5	11	0	-3
CCOc1ccc2nc3sc(C(=O)N4CCN(C)CC4)c(N)c3cc2c1	3	-25	-26	-13	-4	-5	-8	6	8	-82	-198
CCN(C(=O)Cn1c(=O)oc2ccccc21)c1cccc(C(F)(F)F)c1	-61	-4	-2	0	10	1	-2	9	-4	-12	-48
COC(=O)C1CN(S(=O)(=O)c2ccc(NC(C)=O)cc2)CCS1 (configuration not stated)	4	-18	-11	-10	-4	-4	-7	-2	-12	-2	-1
Cc1ccc(C(=O)NC2CCCN(c3ccc(C(F)(F)F)cn3)C2)cn1 (configuration not stated)	16	11	0	10	-12	4	-5	8	-5	17	19
COc1cc(CNC(=O)C2CCCC2)cc(OC)c1OC	14	25	-1	5	-9	-2	-3	-4	-10	0	-5
CCOc1ccc(NC(=O)CCC(=O)c2ccc(Br)cc2)cc1	-1	-47	14	2	-3	7	-11	3	-1	5	7
O=C(CC1OCC2CCCN2C1=O)Nc1ccc([N+](=O)[O-])cc1 (configuration not stated)	-1	-35	-11	7	-7	0	0	12	21	0	0

Source: PubChem BioAssay

Only part of the results is shown, so the mix of outcomes need not match the whole.
